KB-3-1 cytotox: kills parental KB-3-1 adenocarcinoma cells; KB-3-1 viability, CellTiter-Glo ATP luminescence, 72 h; Potency, µM (doses to about 46.1 µM), for the others: at the top dose activity change, negative = cytotoxic, hits mostly cytotoxic; hit rate 1.4% among 400,000; AID 1347075; further: on the % scale 0 is the no-effect control and ±100 the full control effect; nearly all actives have a fitted effect of over 60% in size
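Screening of KB-3-1 cells (DMEM, 10% FBS, phenol-red free) ran from lowest to highest compound concentration; after 72 h at 37 °C viability was read luminescently and curves fitted.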
HT1080NT lethal: kills 2HG-producing HT-1080-NT fibrosarcoma cells; HT-1080-NT fibrosarcoma viability, CellTiter-Glo ATP luminescence, 48 h; Potency, µM (doses to about 46.1 µM), for the others: top-dose activity, negative = less viability, actives largely listed as cytotoxic; hit rate 1.6% among 360,000; AID 686970;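 further: NT is the 2HG producing partner of a matched IDH1 knockdown line; 0% = DMSO-treated cells and -100% = media-only wells without cells; nearly all actives have a fitted effect of over 55% in size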
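HT-1080-NT; 750 cells/well; 5% FBS RPMI; 48 h compound, 37 degrees C; CellTiter-Glo luminescence; curve fitting and curve-class assignment.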
HEK293 tox: cytotoxicity in counter-screen for GLP-1R inverse agonists. HEK293 cAMP-luciferase reporter cells, luminescence, 24 h. Potency, µM (series often up to 38.3 µM), for the others: top-dose activity change, negative = inhibition, usual class: inhibitors. hit rate 0.13% among 410,000. AID 624418;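 further: loss of luciferase light is scored as toxicity; on the % scale 0 is the no-effect control and ±100 the full control effect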
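Cells in DMEM/10% Nu serum/1% pen-strep, 1536-well format. Pre-incubated 12 h, dosed with 23 nL compound, incubated a further 24 h. Luciferase detection, 12 min at room temp, luminescence.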
GLP-1R inv ag: inverse agonists of human GLP-1 receptor | hit rate 1.6% among 410,000 | HEK293 GLP-1R CRE-luciferase, luminescence, 24 h; GLP-1R form is constitutively active | P43220 | Potency, µM (top dose mostly 38.3 µM), without a hit: top-dose activity change, negative = inhibition, usual class: inhibitors | AID 624417; further: on the % scale 0 is the no-effect control and ±100 the full control effect; nearly all actives have a fitted effect of over 55% in size
Target sequence (P43220 whole entry, looked up): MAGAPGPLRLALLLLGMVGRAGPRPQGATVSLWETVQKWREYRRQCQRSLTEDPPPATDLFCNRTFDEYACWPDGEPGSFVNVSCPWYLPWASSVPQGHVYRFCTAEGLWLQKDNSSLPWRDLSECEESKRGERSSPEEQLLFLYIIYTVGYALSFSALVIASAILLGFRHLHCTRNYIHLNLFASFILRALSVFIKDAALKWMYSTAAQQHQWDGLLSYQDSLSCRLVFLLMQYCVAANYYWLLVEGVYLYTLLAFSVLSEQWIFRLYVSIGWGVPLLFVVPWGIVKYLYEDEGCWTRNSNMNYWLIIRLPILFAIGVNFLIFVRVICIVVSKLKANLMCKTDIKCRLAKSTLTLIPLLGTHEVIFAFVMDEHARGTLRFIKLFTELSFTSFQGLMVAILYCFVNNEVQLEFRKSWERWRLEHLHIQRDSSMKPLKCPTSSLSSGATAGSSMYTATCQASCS
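Luminescence readout: a drop in cAMP-driven luciferase signal flags inverse agonism at a constitutively active GLP-1R stably expressed in HEK293. Compound exposure lasted 24 hr at 37 deg C, 5% CO2.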
KB-V1 MDR tox: kills drug-selected multidrug resistant KB-V1 cells | Potency, µM (doses to about 46.1 µM), inactives show at the top dose activity change, negative = cytotoxicity, actives largely listed as cytotoxic | AID 1347076 | hit rate 3.4% among 400,000 | KB-V1 MDR cells viability, CellTiter-Glo, 72 h; further: on the % scale 0 is the no-effect control and ±100 the full control effect; nearly all actives have a fitted effect of over 60% in size
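Luminescent ATP read-out (CellTiter-Glo, 10 min) measures survival of drug-selected KB-V1 MDR cells after 72 h, 37 degrees C compound exposure. Medium: phenol-red-free DMEM, 10% FBS. Values from fitted concentration-response curves.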
TDP43 rescue: inhibitors of TDP-43 toxicity in yeast; TDP-43 expressing yeast growth rescue, BacTiter-Glo, 24 h; Potency, µM (top dose mostly 46.1 µM), for the others: top-dose growth rescue (activation), usual class: activators; hit rate 1.8% among 410,000; further: % of control where 0% means no effect; nearly all actives have a fitted effect of over 50% in size
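Galactose-induced TDP-43 yeast, OD600=0.02, compound pinned; 24 hr, 30 deg C; BacTiter-Glo luminescence for growth. Inhibitors of TDP-43 toxicity read as activators.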
SW480 rerep: DNA re-replication induction in SW480 cells; SW480 DNA re-replication, Hoechst DNA content imaging, 48 h; Potency, µM (highest dose often 46.1 µM), without a hit: at the highest dose re-replication activation, hits mostly activators; hit rate 1.8% among 340,000; AID 624297; further: % of control where 0% means no effect; nearly all actives have a fitted effect of over 55% in size
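DNA re-replication was detected as more nuclei of elevated Hoechst intensity after 48 hr exposure to compound (23 nL pinned per well of 250 cells).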
GLP-1R agonist: GLP-1 receptor (human) agonism; HEK293 GLP-1R CRE-luciferase, luminescence, 4-6 h; cells express a hypersensitive GLP-1R form; Potency, µM (doses to about 45.6 µM), for inactives: top-dose activation, actives largely listed as activators; hit rate 0.007% among 380,000; further: % of control where 0% means no effect
HT1080 IDH1KD tx: toxicity to HT-1080 IDH1 knockdown cells (counter line). HT-1080 IDH1 knockdown viability, ATP luminescence, 48 h. Potency, µM (top dose mostly 46.1 µM), inactives show at the highest dose activity, negative = toxicity, most hits filed as cytotoxic. hit rate 2% among 360,000. AID 686971;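 further: 0% = DMSO wells and -100% = cell-free medium wells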
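CellTiter-Glo luminescence after 48 h compound exposure at 37 degrees C of IDH1-knockdown HT-1080 cells in 5% FBS RPMI. %Activity scaled between DMSO wells and cell-free media wells, with curves fitted and assigned curve classes.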
Numbers without * were called inactive; ? = inconclusive; · = not tested or not shown; & = joins results of further samples; [ ] = another dose, or the depositor's remark. The call rests on the fitted dose curve; in most records, active means well fitted curve in the direction sought with a large enough effect; inconclusive means small, poorly fitted or top-dose-only effect, or another doubt; inactive means no such curve, though single readings can be large; an effect the other way counts as inactive or inconclusive. Potency means the concentration at half of the fitted maximal effect. Compounds as they come; overall some 9.4% were active at least once.

SMILES	KB-3-1 cytotox	HT1080NT lethal	HEK293 tox	GLP-1R inv ag	KB-V1 MDR tox	TDP43 rescue	SW480 rerep	GLP-1R agonist	HT1080 IDH1KD tx
Cc1cccc(C)c1NC(=O)CSc1ncnc2[nH]ncc12	7.4%	6.1%	0.1%	10.9%	?	?	-4.2%	5.9%	6.9%
COc1ccc(OC)c(NC(=O)Cn2c(=O)oc3ccccc32)c1	-1.3%	-0.2%	5.0%	13.2%	0.0%	-10.8%	0.3%	2.3%	2.1%
Clc1ccc(-n2ncc3c(N4CCCCCC4)ncnc32)cc1	0.0%	9.7%	3.3%	-83.6%	0.0%	9.2%	-1.6%	-21.0%	6.9%
CCn1cnc2sc(C(=O)Nc3ccccc3OC)c(C)c2c1=O	-19.4%	-3.6%	-2.0%	19.1%	0.0%	-12.3%	?	-0.2%	-0.5%
COCCn1c(SCC(=O)NC2CCCCC2)nc2c(c1=O)SCC2	6.8%	13.8%	-7.1%	2.0%	-2.6%	1.3%	-0.4%	4.6%	8.5%
CC(C)(C)c1ccc(CC(=O)N2CCC2(C)C(=O)NS(=O)(=O)c2cccc(OC(F)F)c2)cc1 (stereo not drawn)	0.0%	0.0%	2.7%	?	2.6%	12.9%	·	-4.9%	3.5%
COc1ccc(S(=O)(=O)N(C)C[C@@H]2Oc3cc(C#CC4CCCCC4)ccc3S(=O)(=O)N([C@@H](C)CO)C[C@@H]2C)cc1	?	-26.1%	-29.1%	?	-1.1%	22.0%	·	5.2%	?
O=C(Nc1nc2c(F)cc(F)cc2s1)C1CC1	?	-2.5%	0.7%	17.8%	-40.1%	25.0%	-7.6%	-3.9%	1.2%
Cc1noc(C)c1C(=O)N1CCOCC1	-7.1%	-5.8%	6.9%	24.3%	-19.2%	-13.8%	9.8%	-0.4%	-8.8%[9.24 µM]
COCCCNC(=O)C[C@H]1C[C@H](C(=O)N2CCOCC2)[C@@]2(CCC3CCCC3)c3[nH]c4cc(-c5ccco5)ccc4c3CCN2C1=O	-14.4%	-18.6%	1.1%	-27.9%	-1.8%	19.2%	-2.0%	-0.2%	-6.0%
C/C(=N\NC(=O)C1CC1)c1ccccc1O	-10.3%	15.0%	-1.9%	12.5%	?	-8.8%	1.2%	8.8%	7.0%
CCOC(=O)c1ccccc1NC(=O)Cn1cnc2c(cnn2-c2ccc(F)cc2)c1=O	2.3%	0.1%	17.5%	6.2%	-5.3%	0.3%	-0.5%	-4.2%	-2.2%
C[C@H]1CCC(=O)N([C@H](CC#N)Cc2ccccc2)CC1	0.0%&-0.9%	7.7%	4.1%	19.3%	-5.7%&-16.8%	6.9%	0.8%	-3.2%	5.8%
CCCC(=O)Nc1cc(C)c(NC(=O)c2ccncc2)cn1	13.8%	3.1%	-1.8%	14.8%	0.2%	-11.6%	1.3%	-9.1%	5.5%
CNC(=O)c1cc2n(n1)CCCN(Cc1ccc(F)cc1)C2=O	-26.4%	·	-0.4%	6.7%	-3.5%	16.6%	·	·	·
O=C(C1CC(c2ccc(F)cc2)=NO1)N1CCc2ccccc2C1 (stereo not drawn)	4.4%	17.3%	1.9%	-22.3%	32.3%	-5.8%	1.8%	-4.3%	8.1%
O=C(O)c1cccc2c1C(=O)c1ccc(Cl)cc1S2(=O)=O	8.3%	5.5%	1.8%	-1.3%	5.1%	23.1%	-2.4%	-2.9%	2.2%
Cc1cc(NC(=O)c2cc([N+](=O)[O-])cc([N+](=O)[O-])c2C)no1	11.7%	0.4%	-9.1%	-19.6%	10.2%	3.5%	1.4%	-1.1%	1.7%
O=C(Cc1nnc(NC(=O)c2ccccc2)s1)N/N=C/c1cccc(O)c1	-1.6%	-29.8%	7.7%	-45.0%	29.0%	-25.8%	3.3%	-12.4%	-22.9%
CC(C)(C)c1ccc(OCC(=O)NCCN2CCOCC2)cc1	-4.4%	0.8%	7.5%	4.7%	23.1%	-10.4%	-7.9%	4.9%	-0.5%
COc1ccc(CCNS(=O)(=O)c2cc3c4c(c2)CCN4C(=O)CC3)cc1OC	-3.7%	2.1%	-12.0%	40.5%[activator]	6.3%	11.8%	1.6%	0.4%	0.7%
c1ccc(CSc2nc3ccccc3[nH]2)cc1	-2.3%	2.0%	0.1%	?	13.2%	13.5%	-1.4%	6.9%	-16.7%
CCCS(=O)(=O)Nc1cccc(-c2nc3cccnc3s2)c1	-17.0%	-4.6%	4.1%	68.8%[activator]	-27.8%	?	4.0%	?	-19.3%
O=C(NC(=O)c1ccc(F)cc1)Nc1nc(-c2cccs2)cc(C(F)(F)F)n1	-4.5%	-4.9%	29.3%	32.8%[activator]	-10.4%	?	-2.7%	13.0%	3.1%
COCCNC(=O)CN(C(=O)c1ccc(N2CCCC2)nc1)c1ccccc1	5.3%	-0.2%	-9.5%	0.1%	0.0%	-14.3%	1.1%	0.3%	4.6%
SMILES	KB-3-1 cytotox	HT1080NT lethal	HEK293 tox	GLP-1R inv ag	KB-V1 MDR tox	TDP43 rescue	SW480 rerep	GLP-1R agonist	HT1080 IDH1KD tx
COc1ccc(NC(=O)CC(c2ccccc2)c2ccco2)cc1 (stereo not drawn)	?	?	-17.5%	?	?	18.1%[9.22 µM]	5.6%	4.4%	-16.6%
CC(NC(=O)CN1C(=O)NC2(CCCCC2)C1=O)c1ccc(S(N)(=O)=O)cc1 (stereo not drawn)	0.6%	-2.7%	-3.6%	21.3%	9.1%	-17.0%	6.51µM*	1.4%	-11.6%
CN1CCN(C(=O)/C(=C/c2cn(S(=O)(=O)N(C)C)c3ccccc23)NC(=O)c2ccccc2)CC1	-6.3%	-26.0%	-14.2%	-18.1%	1.0%	2.5%	0.0%	-5.2%	-14.1%
CCC(Sc1ncnc2sc3c(c12)CCCC3)C(=O)OC(C)C (stereo not drawn)	5.2%	·	-3.3%	15.1%	-5.3%	5.1%	·	14.8%	·
CCCN1CCC(NC(=O)Cc2ccccc2C)CC1	4.4%	1.3%	-15.0%	7.1%	?	13.0%	-7.0%	5.2%	0.2%
COc1cccc(NC(=O)CN(C)CC(=O)NCc2ccc(F)cc2)c1	-0.5%	-1.0%	-7.9%	-25.5%	-2.5%	8.2%	-6.2%	31.7%	-11.7%
CC(C)CCN(CCC(C)C)CC(O)Cn1c2ccccc2c(=O)c2ccccc21 (stereo not drawn)	-7.0%	-0.2%	21.8%	2.1%	?	-6.0%	?	-3.4%	3.6%
CCc1cccc(NC(=O)c2cnc(SC)nc2-c2ccccc2)c1	?	·	-11.7%	?	0.0%	?	·	·	·
Cc1ccccc1S(=O)(=O)N1[C@@H](c2cccc(Cl)c2)C(C(=O)OC(C)(C)C)=CC[C@H]1c1ccc(Cl)cc1	?	1.3%	4.8%	26.0%	0.0%	0.7%	·	-2.8%	0.0%
CNC(=O)C1CC(=O)N(CCc2ccc(OC)c(OC)c2)C(=Nc2ccc(F)cc2)S1 (stereo not drawn)	-7.4%	2.5%	-6.0%	9.8%	-7.1%	-4.2%	?	-4.8%	1.1%
Cc1csc(NC(=O)c2c(-c3c(F)cccc3Cl)noc2C)n1	-3.6%	-8.9%	-2.3%	?	?	24.4%	11.5%	-8.2%	-27.4%
Cc1nn(C(=O)CNC(=O)c2ccccc2)c(C)c1C	8.6%	27.1%	15.0%[7.66 µM]	21.8%[7.66 µM]	-8.3%	?	-2.3%	0.0%	11.3%
O=C(c1ccc2c(=O)n(C3CCCC3)c(=S)[nH]c2c1)N1CCCCCC1	?	-10.3%	9.8%	?	7.31µM*	?	-3.3%	4.1%	-0.1%
O=C(NCCC1CCCCN1S(=O)(=O)c1cccs1)C(=O)Nc1ccccc1 (stereo not drawn)	0.5%	-4.4%	-4.7%	-34.2%	3.5%	4.0%	3.1%	10.1%	-15.9%
COc1ccc(C(CNC(=O)c2cncc(Br)c2)N(C)C)cc1 (stereo not drawn)	2.9%	8.2%	-15.0%	?	9.8%	2.2%	18.4%	-1.2%	-1.5%
CN(C)c1ccc(/C=C/c2nc3ccccc3c(=O)n2CCO)cc1	-23.4%	-25.3%	·	?	-3.1%	16.4%	?	-3.4%	?
Nc1ncnc(NC2CCS(=O)(=O)C2)c1[N+](=O)[O-] (stereo not drawn)	11.3%	2.6%	-2.9%	-12.0%	?	-12.0%	-9.4%	4.0%	15.8%
COc1cc(OC)cc(-c2nc3nc(C)c(CCC(=O)Nc4ccc(C)cc4)c(C)n3n2)c1	0.7%	·	0.7%	6.1%	-2.2%	-11.3%	·	-4.2%	·
O=C(CN1C(=O)C2C3CCC(C3)C2C1=O)OCC(=O)c1ccccc1 (stereo not drawn)	5.8%	10.4%	3.1%	-3.3%	24.5%	-3.9%	-7.7%	-1.1%	2.7%
CC(=O)Oc1ccc2c(=O)c(Oc3ccccc3)coc2c1OC(C)=O	?	1.1%	-21.5%	79.8%[activator]	13µM*	?	?	8.4%	-6.2%
COc1ccc(CCCC(=O)NC2CCCCC2)cc1	-2.3%	5.2%	6.9%	0.2%	-11.1%	-16.3%	0.2%	17.4%	-1.9%

Record cards (already shown). Order of values: KB-3-1 cytotox | HT1080NT lethal | HEK293 tox | GLP-1R inv ag | KB-V1 MDR tox | TDP43 rescue | SW480 rerep | GLP-1R agonist | HT1080 IDH1KD tx
CN1CCN(C(=O)/C(=C/c2cn(S(=O)(=O)N(C)C)c3ccccc23)NC(=O)c2ccccc2)CC1 is entered as -6.3% | -26.0% | -14.2% | -18.1% | 1.0% | 2.5% | 0.0% | -5.2% | -14.1%
CCC(Sc1ncnc2sc3c(c12)CCCC3)C(=O)OC(C)C (stereo not drawn) is entered as 5.2% | · | -3.3% | 15.1% | -5.3% | 5.1% | · | 14.8% | ·

Taken from above:
`CC(NC(=O)CN1C(=O)NC2(CCCCC2)C1=O)c1ccc(S(N)(=O)=O)cc1` (stereo not drawn) | KB-3-1 cytotox = 0.6%
`COc1ccc(CCCC(=O)NC2CCCCC2)cc1` | GLP-1R inv ag = 0.2%
`Cc1csc(NC(=O)c2c(-c3c(F)cccc3Cl)noc2C)n1` | HT1080NT lethal = -8.9%
`COc1ccc(C(CNC(=O)c2cncc(Br)c2)N(C)C)cc1` (stereo not drawn) | HT1080 IDH1KD tx = -1.5%

Assay outcomes (PubChem)
